Compound activity: PubChem, several laboratories
MITF act: activators of MITF-driven TRPM1 promoter reporter, primary screen, cell-based, SK-MEL-5, luciferase, single point | AID 588334, 2011 | 300,000 tested, 0.75% active | activation, % at 12.5 µM | SK-MEL-5 TRPM1-promoter luciferase, 24 h; % of positive control, neutral wells = 0;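 active means mean activation of at least 80% with every replicate also reaching 80%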;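 further: 0% = neutral control wells and 100% = parthenolide positive control wells; values of inactives mirror those of a sister screen read the other way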
dFosB act: activators of delta FosB homodimer, primary screen, biochemical, fluorescence polarization, TAMRA-CDK5 oligo, single point. Protein FosB (Mus musculus), P13346. purified delta FosB; percent of positive-control signal above neutral wells. activation, % at 25 µM. 340,000 tested, 0.99% active. AID 493131, 2011;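 active means mean activation above about 17%, with every replicate also reaching it, limit read from the data, passing the limit was not always enough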;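 further: fluorescence polarization rise as delta FosB binds a TAMRA Cdk5 AP-1 oligo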
Arrestin-AP2 inh: inhibitors of beta-arrestin/AP2 binding, primary screen, biochemical, GPCR trafficking, flow cytometry. beta-arrestin 1 C-terminal peptide binding to AP2 beta2-adaptin appendage (human). FITC-arrestin peptide / GST-AP2 beads; AP2 beta2 appendage carries R879A mutation. inhibition, % at 10 µM. 340,000 tested, 0.31% active. AID 504490, 2011;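 active means inhibition above a set limit, near 3 SD of compounds lacking own fluorescence, cut at about 54% in these data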;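 further: plate controls were DMSO wells for no effect and 5 µM unlabelled arrestin peptide for full effect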
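System: GST-AP2 R879A glutathione beads; medium: PBS, Tween 20 0.05%, BSA 0.1%; reagent: fluorescein-tagged arrestin peptide at 50 nM final; schedule: pre-incubation 12 min, peptide binding 1 h, room temperature; detection: flow cytometry, FL1 (488/535 nm); read-out: inhibition as reduced fluorescein signal on beads, percent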
SR-BI DiI inh: inhibitors of SR-BI mediated HDL lipid uptake, primary screen, ldlA[mSR-BI] cells, fluorescence, single point | Scavenger receptor class B member 1 (Mus musculus), Q61009 | ldlA[mSR-BI] CHO cells, DiI-HDL uptake fluorescence, 3 h | inhibition, % at 12.5 µM | 320,000 tested, 0.96% active | AID 488896, 2010;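 active means mean replicate inhibition of at least 70% and a set share of replicates each scoring 70 or more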;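 further: 0% = median of neutral control wells and 100% = median of positive control wells; values of inactives mirror those of a sister screen read the other way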
Target sequence (Q61009 whole entry, looked up): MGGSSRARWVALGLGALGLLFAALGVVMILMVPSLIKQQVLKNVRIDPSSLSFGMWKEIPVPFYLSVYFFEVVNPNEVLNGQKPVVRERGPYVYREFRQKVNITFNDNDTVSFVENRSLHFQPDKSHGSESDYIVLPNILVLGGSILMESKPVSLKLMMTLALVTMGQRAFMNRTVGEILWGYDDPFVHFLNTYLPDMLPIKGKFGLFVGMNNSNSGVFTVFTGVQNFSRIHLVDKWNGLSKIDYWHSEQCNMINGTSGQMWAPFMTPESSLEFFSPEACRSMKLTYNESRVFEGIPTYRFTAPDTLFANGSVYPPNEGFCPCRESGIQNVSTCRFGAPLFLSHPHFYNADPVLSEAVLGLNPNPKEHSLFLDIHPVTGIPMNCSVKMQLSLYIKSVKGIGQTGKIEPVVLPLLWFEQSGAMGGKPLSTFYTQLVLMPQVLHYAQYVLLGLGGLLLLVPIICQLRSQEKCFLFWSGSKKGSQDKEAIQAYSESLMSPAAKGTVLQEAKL
PKA-R1A act: activators of PKA-R1A holoenzyme, primary screen, biochemical, fluorescence polarization, Cy5-IP20, bovine R1A, mouse PKAc; PKA-R1A dissociation; scaled: DMSO 0%, 113 µM cGMP 100%; activation, % at 11.4 µM; 340,000 tested, 0.083% active; AID 504707, 2011;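 active means percent activation above the mean of all tested compounds plus 3 SD, cut at about 19% in these data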;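 further: higher means more PKAc released from R1A so a rise in polarization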
DSG3 Ab inh: inhibitors of pemphigus antibody binding to DSG3, primary screen, biochemical, bead-based, flow cytometry, scFv-GFP. Desmoglein-3 (Homo sapiens), P32926. DSG3-coupled beads, scFv-anti-DSG3-GFP binding; active compounds read low. binding (percent of control), % at 10 µM. 310,000 tested, 0.48% active. AID 588358, 2011;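 active means binding more than 3 SD below its plate's average and above zero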;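 further: hits lower antibody fragment binding to DSG3; some compounds called inactive have numbers as strong as hits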
NSD2 HMT inh: NSD2 histone methyltransferase inhibitors, primary screen, biochemical, AlphaScreen, single concentration, set 2. Histone-lysine N-methyltransferase NSD2 (Homo sapiens), O96028. NSD2 peptide methylation, 120 min. inhibition, % at 12.5 µM. 310,000 tested, 0.54% active. AID 743445, 2014; in the data active means inhibition above about 50%
PKA-R2B act: activators of PKA-R2B holoenzyme, primary screen, biochemical, fluorescence polarization, Cy5-IP20, human. cAMP-dependent protein kinase catalytic subunit beta (Homo sapiens) + cAMP-dependent …. PKA-R2B holoenzyme dissociation; R2B truncated from residue 108, S112A mutant; 0% DMSO only, 100% 113 µM cGMP. activation, % at 11.4 µM. 340,000 tested, 0.079% active;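 active means activation above a cutoff set at the mean over all compounds plus 3 SD, cut at about 18% in these data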;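 further: higher means more holoenzyme dissociation and a rise in polarization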
Target sequence (P31323 whole entry, looked up, other chains not shown, the tested form may be a part): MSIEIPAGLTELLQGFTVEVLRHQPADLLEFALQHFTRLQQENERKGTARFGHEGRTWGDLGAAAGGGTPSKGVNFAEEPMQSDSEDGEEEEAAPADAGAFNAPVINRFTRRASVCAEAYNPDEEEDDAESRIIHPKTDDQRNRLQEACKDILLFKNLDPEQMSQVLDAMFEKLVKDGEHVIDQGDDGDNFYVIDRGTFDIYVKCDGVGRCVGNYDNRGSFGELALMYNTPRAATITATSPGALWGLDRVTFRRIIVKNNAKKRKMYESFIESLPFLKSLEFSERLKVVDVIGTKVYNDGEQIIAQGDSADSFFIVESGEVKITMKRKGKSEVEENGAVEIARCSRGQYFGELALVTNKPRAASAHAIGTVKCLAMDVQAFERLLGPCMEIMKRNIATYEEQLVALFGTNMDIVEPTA
CDK5 inh: inhibitors of human CDK5/p35 kinase, primary screen, biochemical, single concentration. Cyclin-dependent kinase 5 (Homo sapiens) + Cyclin-dependent kinase 5 activator 1 (Homo …. 330,000 tested, 0.01% active. inhibition, % at 10 µM. Recombinant CDK5/p35, ADP-Glo luminescence, 60 min;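 active means highest replicate inhibition of at least 50% and at least 75% of replicates reaching 50%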;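 further: plate controls were DMSO neutral control for no effect and GW8510 at 10 µM for full effect; many of its hits are not listed in these tables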
SR-BI DiI-HDL act: activators of SR-BI mediated DiI-HDL uptake, primary screen, ldlA[mSR-BI] CHO cells, DiI fluorescence; 3 h; 100 = double the neutral-control signal; activation, % at 12.5 µM; 320,000 tested, 0.096% active;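 active means mean replicate activation of at least 60% and every replicate at or above 60%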;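 further: 0% = median plate neutral-control signal and 100% = twice that signal; values of inactives mirror those of a sister screen read the other way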
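system = CHO ldlA[mSR-BI] cells, LDL receptor-null, SR-BI overexpressing | medium = Ham's F12 with 0.5% BSA, HEPES 25 mM, pH 7.4 | probe or stimulus = DiI-HDL 10 µg/mL | compound dosing = single-point compound dose | incubation = compound exposure 3 h, 37 °C | technique = DiI fluorescence, bottom read | read-out = cell-associated DiI fluorescence as measure of HDL uptake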
Mot1-301 SUMO: yeast Mot1-301 growth rescue at high temperature, primary screen, SUMOylation pathway inhibitor project, S. cerevisiae, ATP luminescence, 38.5C | growth rescue, % at 18.8 µM | S. cerevisiae Mot1-301 growth rescue; percent above DMSO median, 100 means doubled | 320,000 tested, 1% active | AID 2716, 2010;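 active means every valid replicate shows activation above 250% relative to neutral control wells; inactive means the rest, any valid replicate at or below 250%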;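 further: OY570 slx delta 5 strain wells were the positive control but not used for scaling; some compounds called inactive have numbers as strong as hits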
The depositor's hits bear a star; / = not tested or not shown.

| NSD2 HMT inh | PKA-R2B act | Mot1-301 SUMO | dFosB act | Arrestin-AP2 inh | SR-BI DiI inh | SR-BI DiI-HDL act | MITF act | PKA-R1A act | DSG3 Ab inh | CDK5 inh | Molecule |
| --- | --- | --- | --- | --- | --- | --- | --- | --- | --- | --- | --- |
| -5 | -7 | 30 | -8 | 0 | -14 | 14 | / | -2 | 113 | -3.8 | Cc1ccc(C)c(NC(=O)CCN2CCCC(C)C2)c1 (configuration not stated) |
| 3 | -3 | 7 | -12 | -2 | 19 | -19 | 42 | -4 | / | 0.7 | COCCC(=O)N1CCC(Oc2ccc(C(=O)N(C)CCCC3CCCC3)cc2)CC1 |
| -3 | 12 | 1 | -9 | 9 | -8 | 8 | / | 4 | / | 1.1 | CC1(C)CC(=O)C/C(=N/NC(=O)COc2ccc(Cl)cc2Cl)C1 |
| 5 | -6 | -12 | 2 | -4 | -10 | 10 | / | -7 | 135 | -3.9 | O=C1CSC(c2cccc([N+](=O)[O-])c2)N1Cc1ccccc1 (configuration not stated) |
| / | -9 | / | -3 | 1 | -8 | 8 | -6 | -4 | 129 | -1.6 | CCN1CCN(c2ncnc3c2sc2nc(N4CCOCC4)c4c(c23)CCC4)CC1 |
| 0 | -12 | -1 | -10 | -1 | -5 | 5 | -6 | 1 | 92 | -1.2 | COc1ccc(CSCC(=O)Nc2ccc(S(=O)(=O)N3CCCCCC3)cc2)cc1 |
| -1 | 3 | -3 | -2 | 5 | -5 | 5 | -1 | -2 | 103 | -2.0 | CC(C)c1c(O)nc(SCC(=O)N2CCCCC2)[nH]c1=O |
| -1 | -8 | 2 | -2 | 27 | -25 | 25 | -18 | -3 | 106 | -1.8 | O=C(NCCC1=CCCCC1)C1CCCN(S(=O)(=O)c2ccc(F)cc2)C1 (configuration not stated) |
| / | -5 | 22 | 1 | 12 | 20 | -20 | 5 | 3 | 99 | -1.1 | COc1ccc(CNC(=O)c2ccc3c(=O)n(-c4ccccc4)c(=O)[nH]c3c2)cc1 |
| 3 | / | -8 | -8 | 4 | 10 | -10 | / | / | 89 | 0.0 | O=c1[nH][nH]c2ccccc2c1=O |
| -2 | -12 | 6 | 2 | -3 | -31 | 31 | -9 | 0 | 101 | 1.5 | O=C(NCc1ccc(F)cc1)C(=O)Nc1nc(C23CC4CC(CC(C4)C2)C3)cs1 |
| 2 | -1 | / | -2 | -8 | / | / | -5 | 7 | / | -1.2 | CCOc1ccc(N(CC(=O)NCc2ccco2)C(=O)CCC(=O)Nc2ccccn2)cc1 |
| 5 | 1 | 622 | 1 | 7 | -8 | 8 | 3 | 3 | 102 | -0.9 | C(=N\N(Cc1ccccc1)c1ccccc1)/c1cccnc1 |
| -2 | 0 | 3 | -1 | -3 | -1 | 1 | 5 | 4 | 116 | -0.1 | O=C(N/N=C/c1ccc2c(c1)OCO2)c1cccc2ccccc12 |
| -3 | 9 | 4 | -9 | 33 | -1 | 1 | -3 | 7 | 118 | -0.2 | Cc1ccc(NC(=O)CSc2ccc3nnc(-c4ccccn4)n3n2)cc1 |
| -2 | 1 | 37 | 10 | 4 | -10 | 10 | 13 | -10 | 103 | -2.6 | Cc1cc(-c2ccccc2C(=O)NC2CCCCC2)on1 |
| -2 | 4 | 14 | -9 | -2 | / | / | -8 | 8 | 101 | -3.1 | COC(=O)c1ccccc1N=Nc1c(N)[nH][nH]c1=O |
| / | 5 | / | 3 | 24 | -3 | 3 | / | -17 | 102 | 2.7 | C=CCOC(=O)c1ccccc1C(=O)OCC=C |
| -3 | -12 | / | -6 | 12 | -6 | 6 | -4 | 1 | 101 | -0.5 | CCCCCc1nnc(NC(=O)c2cccc(S(=O)(=O)N3CCOCC3)c2)s1 |
| -11 | -7 | -16 | 8 | 6 | 4 | -4 | -4 | -6 | 108 | -16 | CC1CCN(S(=O)(=O)c2ccc(C(=O)OCc3ccc4c(c3)OCO4)cc2)CC1 |
| 2 | -1 | -11 | 2 | 4 | 28 | -28 | 18 | -2 | 108 | 0.5 | COc1ccc(CC(=O)N(Cc2ccccc2)c2ccc(C)cc2)cc1S(=O)(=O)N1CCOCC1 |
| / | -2 | 350 | -1 | 8 | 48 | -48 | 15 | -1 | 84 | -0.9 | CCC(=O)Nc1cccc(NC(=O)c2ccc(Br)cc2)c1 |
| -4 | -3 | -10 | -1 | -13 | 26 | -26 | / | 2 | 100 | 0.1 | CCC(CC)C(=O)c1c[nH]c(C(=O)NCc2ccccc2OC)c1 |
| 2 | -5 | / | -5 | 3 | / | / | 12 | -8 | 97 | -1.3 | COc1cccc(C2C(C(=O)c3ccco3)=C(O)C(=O)N2CCCN2CCOCC2)c1OC (configuration not stated) |
| 53* | 6 | -2 | -4 | -10 | -24 | 24 | -29 | 1 | 101 | / | CCOc1ccc(NC2=C(OC)C(=O)c3ccccc3C2=O)cc1 |
| / | -17 | -7 | 2 | -10 | -2 | 2 | / | -8 | 112 | 1.2 | Cc1cccc(NCc2ccc(N(C)C)cc2)n1 |
| / | 2 | -29 | 8 | 7 | -3 | 3 | 9 | -5 | 102 | 0.2 | Nc1ncnc2c1ncn2[C@@H]1O[C@H](CN2CCCS2(=O)=O)[C@@H](O)[C@H]1O |
| 1 | -8 | 43 | 1 | 35 | -4 | 4 | 0 | -7 | 99 | -0.6 | Cn1cccc1C(=O)OCC(=O)NC1CCS(=O)(=O)C1 (configuration not stated) |
| 2 | 5 | -15 | 1 | 3 | / | / | -18 | 4 | 119 | 0.0 | CCOc1ccc(NC(=O)C(=O)NCCN2CCN(C(=O)c3ccc(C)cc3)CC2)cc1 |
| 9 | 7 | -23 | -5 | 10 | 6 | -6 | 8 | 2 | / | / | COc1ccccc1OCC(=O)NCc1cccs1 |
| 0 | -5 | -2 | 2 | -7 | -3 | 3 | 3 | -8 | 104 | 0.6 | CC(=O)n1nc2nc(C)cc(C)c2c1N |
| 0 | 2 | -18 | -6 | -10 | 12 | -12 | 34 | -5 | 100 | -0.4 | COc1ccccc1NC(=O)C(=O)NCCCN1CCCC1=O |
| 1 | -3 | 3 | -7 | -4 | / | / | 11 | -13 | 107 | -1.7 | CC(C)C(NC(=O)C1CCCCC1)C(=O)NC1=NCCS1 (configuration not stated) |
| 4 | -4 | 7 | -4 | -8 | -4 | 4 | -11 | -13 | 119 | 7.9 | Oc1ccc(/C=N/n2c(-c3ccccc3)n[nH]c2=S)cc1Br |
| 12 | 8 | -9 | -5 | 25 | -10 | 10 | 25 | 2 | 116 | -0.8 | COc1ccc(C2CC(c3ccccc3)=NN2C(=O)CSc2ncn[nH]2)cc1 (configuration not stated) |
| -1 | -2 | -13 | -3 | -12 | 10 | -10 | -4 | -1 | 134 | -0.8 | CCOC(=O)C1=C(COC(=O)[C@@H](NC(=O)c2cccc(C)c2)C(C)C)NC(=O)NC1C (some centres not stated) |
| -1 | -12 | / | 7 | 4 | -19 | 19 | 3 | -4 | 106 | -2.2 | Cc1cccc(C)c1OCC(O)CN1CCN(c2ccccn2)CC1 (configuration not stated) |
| -3 | -9 | -5 | -6 | -2 | 7 | 1 | 4 | -1 | 112 | -5.2 | COc1ccc(C(=O)Oc2ccc3c(C)cc(=O)oc3c2C(C)=O)cc1 |
| 4 | 7 | -1 | -1 | 30 | -11 | 11 | 9 | -9 | 101 | 0.1 | N#CCC(=O)Nc1ccc(C(=O)NCc2ccccn2)cc1 |
| / | 8 | 312 | -4 | 3 | 38 | -38 | 39 | 7 | 100 | 0.5 | COCCN(C(=O)C1CC1)c1nnc(-c2cccc(C)c2)s1 |
| -3 | -4 | 40 | 7 | 16 | 11 | -11 | -17 | -8 | 110 | 0.0 | O=C1CN(c2nc(-c3ccccc3)c3ccccc3n2)c2ccccc2N1 |
| -2 | 1 | -1 | -12 | -5 | 26 | -26 | 33 | 2 | 95 | 1.0 | CCOc1ccc(-c2c(=O)n(OCC)c3ccccc3[n+]2[O-])cc1 |
| / | -15 | 4 | -8 | -10 | 46 | -46 | -30 | 1 | 88 | 1.7 | O=C(Nc1cccc(S(=O)(=O)Nc2ccc(Cl)cc2)c1)c1ccc(Cl)nc1 |
| 0 | 2 | -8 | -3 | 2 | 2 | -2 | 13 | 1 | 94 | -0.6 | CCOc1ccc(NC(=O)c2cccnc2C(=O)O)cc1 |
| 1 | 2 | 7 | -3 | -4 | 17 | -17 | -2 | 1 | 97 | -1.5 | Cc1ccc(C(c2nnnn2CCc2ccccc2)N2CCSCC2)cc1 (configuration not stated) |
| 1 | -7 | 14 | -6 | 0 | 30 | -30 | / | -14 | 106 | -0.9 | COc1ccc(Br)cc1/C=N/N1CCN(Cc2ccccc2Cl)CC1 |
| 2 | -2 | 3 | -7 | 1 | 3 | -3 | -7 | 5 | 97 | -1.1 | O=c1ccnc(Sc2ncccc2[N+](=O)[O-])[nH]1 |
| 0 | -9 | 2 | 1 | 6 | -1 | 1 | 1 | -10 | 106 | -0.3 | O=C(CCc1nc2ccccc2c(=O)[nH]1)NNC(=O)COc1ccc(Br)cc1 |
| -4 | 5 | -14 | -2 | 20 | 0 | 0 | 15 | -6 | / | -1.9 | C=CCn1c(COC)nnc1SCC(=O)c1ccc(F)cc1 |
| -3 | 3 | -16 | 6 | -20 | -30 | 30 | 2 | 2 | 96 | -0.7 | CCOC(=O)Cc1cnc(NC(=O)CSc2nc3ncnc(N)c3[nH]2)s1 |
| 11 | -5 | 0 | -1 | 14 | -2 | 2 | 56 | 2 | 96 | -1.3 | Cc1nn(-c2nnc(NC3CCCCC3)nn2)c(C)c1Br |
